Screens: PubChem BioAssay, National Center for Advancing Translational Sciences (NCATS)
USP2a block: USP2a (human) protease inhibition; 0.01% of 330,000 active; USP2 core, Ub-CHOP2 coupled fluorogenic reporter, 485/531; O75604; Potency, µM (doses to about 38.3 µM), without a hit: top-dose activity change, negative = inhibition, hits mostly inhibitors;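 also: potency is read from the fitted curve at half-maximal effect; plate controls were DMSO wells for no effect and full inhibition by NEM control for full effect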
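USP2 core (10nM final) preincubated 30min RT with compound in 20mM Tris-HCl pH 8.0, 2mM CaCl2, 2mM beta-mercaptoethanol, 0.05% CHAPS; 25nM Ub-CHOP2 plus 25nM reporter substrate added, fluorescence (Ex485/Em531) read after 60min.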
Giardia killer: Giardia lamblia killing; Giardia lamblia trophozoite viability; activity change, % at 7.66 µM, hits read low; 0.15% of 340,000 active; AID 540267; in the data active = activity change below about -80%; inconclusive = between about -30% and that limit;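 also: parasites exposed to compound for two days anaerobically before the ATP read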
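Anaerobic 48 hrs incubation at 37 deg C of 100 trophozoites/well with test compounds; ATPLite 1-Step luminescence, 15-30 min RT, reports cellular ATP as viability.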
hERG WT inh: KCNH2 (human, wildtype) channel inhibition. U2OS, BacMam KCNH2, thallium flux FluxOr; stronger effect = lower value. activity change, % at 1.84 µM. 0.37% of 340,000 active. AID 720551;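 active = maximum activity change below -70%; inconclusive = maximum activity change between -70% and -50%; inactive = maximum activity change above -50%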
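U2OS cells were transduced with wild-type KCNH2 virus (2.03 x 10^8 / mL) for 4 h at room temperature, then cultured overnight at 37 C. Thallium flux was read with FluxOr dye. Rate constants were normalized to DMSO controls.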
KCNH2 3.1 inh: inhibitors of human KCNH2 3.1 potassium channel isoform; U2OS KCNH2 3.1, thallium flux FluxOr; stronger effect = lower value; activity change, % (tested at about 1.8 µM); 0.95% of 340,000 active;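 active = maximum activity change below -70%; inconclusive = maximum activity change from -70% to -50%; inactive = maximum activity change above -50%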;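 also: thallium influx rate constant from kinetic fluorescence after stimulation buffer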
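FluxOr-based Tl+ influx in U2OS cells transduced with KCNH2 3.1 virus; rate constants normalized to DMSO controls.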
GALK inhibitor: galactokinase (human) inhibition | P51570 | Purified GALK, Kinase-Glo residual ATP luminescence | Potency, µM (titrated, usually from 57.5 µM), for inactives: at the top dose activity change, negative = inhibition, hits mostly inhibitors | 0.007% of 270,000 active; also: potency is read from the fitted curve at half-maximal effect
Target sequence (P51570 whole entry, looked up): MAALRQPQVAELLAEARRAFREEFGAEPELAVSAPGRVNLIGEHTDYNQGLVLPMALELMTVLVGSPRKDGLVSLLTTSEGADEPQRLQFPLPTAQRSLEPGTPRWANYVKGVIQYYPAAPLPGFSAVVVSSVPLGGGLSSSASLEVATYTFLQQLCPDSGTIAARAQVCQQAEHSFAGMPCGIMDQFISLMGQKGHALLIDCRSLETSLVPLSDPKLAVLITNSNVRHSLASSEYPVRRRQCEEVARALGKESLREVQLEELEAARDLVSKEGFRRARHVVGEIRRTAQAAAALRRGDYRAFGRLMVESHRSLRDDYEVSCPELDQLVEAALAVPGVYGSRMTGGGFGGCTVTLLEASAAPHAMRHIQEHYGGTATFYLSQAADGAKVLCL
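Human GALK (5 nM) with 35 uM ATP and 100 uM galactose in 20 mM HEPES pH 8.0, 5 mM MgCl2, 60 mM NaCl, 1 mM DTT, 0.01% BSA. After 1 h at room temperature, leftover ATP was read by Kinase-Glo Plus luminescence.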
PKM2 act: activators of human pyruvate kinase M2. Potency, µM (doses to about 57.5 µM), without a hit: at the highest dose activation, most hits filed as activators. 0.34% of 260,000 active. P14618. purified PKM2, Kinase-Glo ATP luminescence, activation; response scale: 0% is enzyme alone, no compound; also: potency is read from the fitted curve at half-maximal effect; nearly all actives have a fitted effect of over 55% in size
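Kinase-Glo luminescence reports ATP generated from ADP (0.1 mM) and PEP (0.5 mM) by purified hPK-M2 after 1 h at room temperature, pH 7.2 imidazole buffer; intermediate enzyme activity allows detecting inhibitors and activators.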
B2AR arrestin: recruits beta-arrestin to the human beta2-adrenergic receptor; P07550; beta-arrestin recruitment to beta2AR, cell-based reporter; Potency, µM (titrated, usually from 46.1 µM), for inactives: at the top dose activation, hits mostly activators; AID 492947; 0.02% of 330,000 active;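 also: potency is read from the fitted curve at half-maximal effect; 0% = DMSO controls and full agonism = EC100 isoproterenol or metaproterenol; nearly all actives have a fitted effect of over 65% in size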
Target sequence (P07550 whole entry, looked up): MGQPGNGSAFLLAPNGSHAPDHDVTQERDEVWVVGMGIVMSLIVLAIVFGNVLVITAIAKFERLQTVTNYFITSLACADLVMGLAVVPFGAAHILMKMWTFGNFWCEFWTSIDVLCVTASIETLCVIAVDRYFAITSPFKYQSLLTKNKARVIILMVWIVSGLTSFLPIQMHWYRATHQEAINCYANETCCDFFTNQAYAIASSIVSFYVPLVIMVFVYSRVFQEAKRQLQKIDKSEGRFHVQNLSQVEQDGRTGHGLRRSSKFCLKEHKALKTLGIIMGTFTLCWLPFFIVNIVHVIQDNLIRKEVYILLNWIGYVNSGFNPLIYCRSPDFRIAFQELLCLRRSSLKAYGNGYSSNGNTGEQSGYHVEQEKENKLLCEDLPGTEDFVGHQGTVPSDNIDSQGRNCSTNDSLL
BCR signal inh: inhibitors of chronic active B-cell receptor signaling | ABC-DLBCL IkBa-CBG/CBR reporter, luminescence ratio, 4 h | Potency, µM (highest dose often 46.1 µM), inactives show at the top dose ratio change, negative = lower green/red ratio, usual class: inhibitors | 0.05% of 340,000 active; active = well fitted inhibition curve with a large enough effect in the signal ratio, with a control signal flat, not every such curve was filed as active; inconclusive = small, poorly fitted or top-dose-only effect, or effect the other way, or a change in a side signal; the % refers to the signal ratio;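 also: potency is read from the fitted curve at half-maximal effect; plate controls were basal doxycycline-induced cells for no effect and cells given 10 µM MG132 for full effect; MG132 reads +100%, hits lower the ratio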
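Cell line TMD8 (human ABC DLBCL), stably expressing tet-inducible CBG68-IkBa fusion and CBR; IMDM/0.5% FBS; cpd up to 46 uM; dox induction, 4 h, 37C/5% CO2; dual luminescence; green/red ratio; MG132 control.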
uPA generation: inhibitors of cell surface uPA generation. AID 540303. Potency, µM (doses to about 38.3 µM), without a hit: at the top dose activity change, negative = inhibition, hits mostly inhibitors. cell surface uPA generation assay, qHTS. 0.31% of 330,000 active; active = well fitted inhibition curve with a large enough effect; inconclusive = small, poorly fitted or top-dose-only effect; inactive = no such curve, though single readings can be large or run the other way; tested in mouse RAW 264.7 cells; also: potency is read from the fitted curve at half-maximal effect; nearly all actives have a fitted effect of over 55% in size
Eya2 phos inh: blocks the phosphatase activity of human Eya2. 0.006% of 330,000 active. O00167. AID 488837. recombinant Eya2, OMFP fluorescence dephosphorylation (OMFP is methylfluorescein phosphate). Potency, µM (doses to about 76.9 µM), for inactives: top-dose activity, negative = inhibition, usual class: inhibitors; also: potency is read from the fitted curve at half-maximal effect
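Eya2 protein (added as 0.2 uM solution) was preincubated with compound for 10 min at ambient temperature in 50 mM HEPES pH 7.5, 50 mM NaCl, 5 uM MgCl2, 0.05% BSA, 1 mM DTT. OMFP (added at 50 uM) then reacted 10 min; fluorescence read at 485/525 nm.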
FBPA coupling cs: coupling enzyme interference in Giardia aldolase counter-screen; coupling enzyme system counterscreen, AmpLite Red fluorescence; activity change, negative = inhibition, % at 58.2 µM, hits read low; 0.67% of 290,000 active; AID 2472; in the data active = activity change below about -30%
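Compounds tested against the coupling enzymes alone at 57.5 uM final; readout was AmpLite Red fluorescence (525/598 nm) after 20 min at RT.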
Active calls of the source: *; ? = inconclusive; · = no result given. Unless noted, calls follow the shape of the dose curve; as a rule, active = well fitted curve in the direction sought with a large enough effect; inconclusive = small, poorly fitted or top-dose-only effect, or another doubt; inactive = no such curve, though single readings can be large; an effect the other way counts as inactive or inconclusive. Unless noted, % is scaled to controls: 0 for no effect and ±100 for the full control effect.

SMILES	USP2a block	Giardia killer	hERG WT inh	KCNH2 3.1 inh	GALK inhibitor	PKM2 act	B2AR arrestin	BCR signal inh	uPA generation	Eya2 phos inh	FBPA coupling cs
Cc1cc(C)nc(SCc2nnc(SCC(=O)Nc3cc(C(F)(F)F)ccc3Cl)o2)n1	0%	-1	-1	4	-1%	-12%	0.0%	?	3%	-19%	-8
Cc1cc(F)ccc1NS(=O)(=O)c1c(C)nc2scc(C)n2c1=O	1%	1	2	-9	1%	?	0.0%	?	5%	-8%	4
Cc1ccc(CN2[C@@H](Cc3ccccc3)C(=O)CS2(=O)=O)cc1	0%	?	-1	-15	·	·	0.4%	9%	0%	-32%	·
C/C(=N\NC(=O)COc1ccc([N+](=O)[O-])cc1)c1ccco1	3%	3	-6	8	·	·	-0.2%	-1%	9%	7%	·
CCCCn1nc2cc(C(=O)NCc3ccc(OC(F)(F)F)cc3)ccc2c1OC	-1%	-5	-6	-17	-2%	3%	-0.1%	5%	11%	-1%	1
Nc1c(C(=O)N2CCCCCC2)oc2ccccc12	2%	-9	-2	6	3%	·	-0.1%	?	0%	-7%	0
COc1ccc(OC)c(/C=N/NC(=O)CNC(=O)c2ccc(S(=O)(=O)N3CCOCC3)cc2)c1	0%	-14	-4	-5	0%	-2%	-0.7%	3%	-10%	7%	3
CCOC(=O)C1Cc2c([nH]c3ccccc23)C(C)N1 (configuration not stated)	1%	-15	-4	10	1%	5%	0.0%	7%	-5%	13%	0
Cc1cc(C(=O)NCc2ccccc2F)cs1	4%	9	7	-14	0%	-17%	-0.8%	-1%	·	1%	-1
COc1ccc(CNC(=O)CSc2ncn[nH]2)cc1	-1%	19	8	-4	0%	-4%	-0.3%	0%	2%	1%	3
Cc1nn(Cc2ccccc2Cl)c(C)c1NC(=O)c1ccn(C)n1	1%	-2	7	2	·	4%	-0.9%	3%	-5%	3%	1
CS(=O)(=O)N(CC(=O)NCCSc1ccccn1)c1ccc(F)cc1	3%	-6	1	7	1%	4%	-0.3%	7%	2%	-7%	0
CCOc1ccc(-c2nc(C#N)c(N3CCN(C)CC3)o2)cc1	0%	13	21	10	-2%	3%	-0.1%	?	7%	1%	-1
CC(C)(C)c1ccc(C(=O)N2CCC(=O)N(C(COCc3ccccc3)Cc3ccccc3)CC2)cc1 (configuration not stated)	-16%	10	-5	-1	·	-16%	-0.5%	?	?	-18%	-3
O=C1CCN(Cc2ccc([N+](=O)[O-])cc2)CCN1[C@H](CO)Cc1ccccc1	0%	-13	13	-2	·	3%	-0.9%	?	12%	-7%	1
CCOc1ccc2nc(N=NC3=C(O)CC(C)(C)CC3=O)sc2c1	0%	-4	-10	3	1%	-17%	0.1%	28%	9%	10%	-3
COc1cc(/C=C/C(=O)OCc2csc(CC(=O)Nc3ccc(C)cc3)n2)ccc1OCC#N	-1%	26	0	-11	·	·	3.8%	-8%	-9%	4%	·
CN(C)c1ccc(CN2CCC(C(N)=O)CC2)cc1	-2%	5	·	-5	-2%	5%	-0.4%	?	-3%	13%	2
O=C(CNC(=O)c1ccc(Br)o1)Nc1ccncc1	1%	-13	4	5	·	·	-1.0%	-13%	4%	2%	·
O=C(CN1C(=O)c2ccccc2S1(=O)=O)NC1CCCCC1	0%	-6	0	23	0%	-2%	-0.5%	9%	1%	13%	-1
O=C(O)COCC(=O)Nc1ccc(-n2cnnn2)cc1	11%	-15	·	12	1%	·	0.5%	2%	7%	-16%	1
CC(=O)Nc1ccc(NC(=O)CSc2nnc(-c3cccs3)n2C)cc1	-3%	-4	-27	-5	2%	·	0.0%	-4%	6%	-2%	6
O=C(NCC(=O)N(Cc1cccs1)C(C(=O)NC1CCCC1)c1ccncc1)c1ccco1 (configuration not stated)	1%	-2	1	0	0%	-2%	0.2%	5%	-2%	-16%	-6
CCN(CC(=O)Nc1ccc(OC)cc1)C(=O)c1ccc2ccccc2c1	-2%	-4	-1	-8	·	·	-0.1%	-1%	0%	-2%	·
CN=C(C)/C(C(=O)OC)=C(/O)c1c(F)cccc1F	0%	14	-2	11	0%	-3%	-1.0%	-8%	-16%	6%	0
SMILES	USP2a block	Giardia killer	hERG WT inh	KCNH2 3.1 inh	GALK inhibitor	PKM2 act	B2AR arrestin	BCR signal inh	uPA generation	Eya2 phos inh	FBPA coupling cs
CC(=O)Nc1ccc(-c2csc(NC(=O)CC(NC(C)=O)c3ccccc3)n2)cc1 (configuration not stated)	-1%	2	-2	26	-3%	1%	-1.0%	13%	4%	1%	2
Cc1sc(NC(=O)c2cccs2)nc1-c1ccccc1	2%	-19	4	24	-15%	-34%	0.0%	5%	0%	-32%	-2
CCCN1CCN(C(=O)CCn2c(=O)c3cccn3c3cccnc32)CC1	2%	-4	-20	-5	-1%	-8%	0.4%	4%	-2%	-3%	1
COc1ccc(-c2cc(C(=O)NCc3ccccc3)no2)cc1OC	3%	23	6	-31	0%	0%	0.1%	?	·	19%	-1
COc1ccc2cc3c(N)nn(C(=O)c4cccc(F)c4)c3nc2c1	0%	1	4	-4	-1%	2%	-0.8%	?	10%	4%	2
O=C(c1cccc(Oc2ccc([N+](=O)[O-])cc2)c1)N1CCOCC1	1%	3	-13	-11	-5%	-6%	-0.6%	0%	4%	-24%	·
O=C(O)c1ccccc1C(=O)c1ccc(N2CCOCC2)c([N+](=O)[O-])c1	1%	16	1	2	1%	-4%	0.0%	4%	0%	0%	1
Cc1ccc(C(=O)c2nc(C(=O)NCCO)nc3ccccc23)cc1	3%	-11	-2	4	·	·	-0.1%	-1%	-6%	-5%	·
CC(=O)N1N=C2/C(=C/c3ccccc3)CCCC2C1c1ccccc1 (configuration not stated)	1%	17	-9	5	1%	-21%	0.3%	?	-5%	-7%	3
O=C(c1cccc(COc2ccc(Cl)cc2Cl)c1)N1CCN(c2ccccn2)CC1	·	2	4	-23	1%	-3%	·	·	2%	·	-1
O=C(Nc1oc2ccc(Cl)cc2c(=O)c1-c1ccc(F)cc1)c1ccco1	2%	-9	1	-10	-2%	·	0.1%	-13%	-4%	5%	·
FC(F)Oc1ccc(-c2c[n+]3c(n2-c2ccccc2)CCCCC3)cc1	1%	-1	-6	8	0%	-1%	0.0%	-15%	?	11%	0
CCOC(=O)C1=C(COC(=O)/C=C/c2cc(OC)c(OC)c(OC)c2)NC(=O)NC1C (configuration not stated)	0%	8	0	-11	-3%	5%	0.0%	?	?	11%	·
CCOC(=O)c1ccc(-n2c(C)nc3c(cnn3-c3ccccc3C)c2=O)cc1	0%	2	-3	-4	1%	-1%	0.3%	2%	3%	-19%	1
O=C(CC12CC3CC(CC(C3)C1)C2)Nc1nncs1	0%	6	-10	-6	-4%	4%	-0.2%	?	-1%	-6%	0
Cn1c(NCC(O)c2ccccc2)nc2c1c(=O)n(Cc1ccc(Cl)cc1)c(=O)n2C (configuration not stated)	0%	-2	1	1	2%	28%	-0.1%	2%	1%	-19%	0
O=C(NCCN1CCOCC1)c1ccc(CSc2nc3ccncc3n2Cc2ccc(F)cc2)cc1	1%	4	-4	8	-1%	2%	0.1%	-12%	-2%	6%	-2
COc1ccc(N(C(=O)c2snc(C(N)=O)c2N)C(C(=O)NC2CCCC2)c2ccc(F)cc2)c(OC)c1 (configuration not stated)	-1%	5	2	-8	-1%	·	-0.2%	2%	0%	13%	4
CCN1CCN(C(=O)c2cn(CCOC)c(=O)c3c2c2ccccc2n3C)CC1	1%	-5	-4	·	1%	-1%	0.3%	?	·	-19%	2
COc1ccc(Cl)c(NC(=O)Cn2nnc(-c3ccccc3N)n2)c1	2%	5	5	4	2%	2%	0.5%	?	12%	1%	-1
N=C1c2ccccc2CN1NC(=O)CC12CC3CC(CC(C3)C1)C2	1%	-14	13	-7	3%	-10%	-0.5%	-1%	-3%	-1%	5
COc1ccc(CCn2c(C)c(C(C)=O)c3cc(OC(=O)c4ccco4)ccc32)cc1OC	0%	-7	-10	-2	0%	-3%	0.2%	-8%	-6%	10%	-10
COc1cc(OC)c(NC(=O)c2ccco2)cc1Cl	3%	-7	-2	19	2%	-3%	0.0%	-1%	·	-9%	-13
Cc1cc(-c2cccc(Br)c2)c(C#N)c(N)n1	-1%	-10	6	-10	0%	3%	-0.2%	-1%	-7%	-11%	0
CCN(CC)C(=O)C(C)OC(=O)COc1ccc(Cl)cc1Cl (configuration not stated)	1%	5	-1	-7	1%	-2%	0.1%	-7%	0%	9%	4
CCCCCOc1ccc(C(=O)N(Cc2ccco2)C2CCS(=O)(=O)C2)cc1 (configuration not stated)	3%	-1	3	4	-2%	-2%	-0.9%	2%	·	0%	-1
CC(C)c1ccc(S(=O)(=O)N2CCN(C(C)C(=O)N3CCCC3)CC2)cc1 (configuration not stated)	-1%	-6	-17	10	·	·	0.0%	-2%	-2%	-18%	·
Nc1cc(C(=O)O)ccc1Nc1ccc(F)c(F)c1	6%	-14	-5	-11	0%	4%	0.3%	?	4%	-4%	1

No enrichment for hits, and some 2.4% of all compounds hit somewhere here.
